Source: PubChem BioAssay
GC-B act = GC-B (human) receptor activation. activation, % at 10 µM. AID 1920062. 370,000 compounds, 0.11% hits. HEK293-GC-B cells, CNP EC30, cGMP TR-FRET; 0% at EC30 CNP, 100% saturating CNP. P20594;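 active = activation at 10 µM reaching about 35% in either raw or pattern-adjusted values, limit read from the data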
Target sequence (P20594 whole entry, looked up): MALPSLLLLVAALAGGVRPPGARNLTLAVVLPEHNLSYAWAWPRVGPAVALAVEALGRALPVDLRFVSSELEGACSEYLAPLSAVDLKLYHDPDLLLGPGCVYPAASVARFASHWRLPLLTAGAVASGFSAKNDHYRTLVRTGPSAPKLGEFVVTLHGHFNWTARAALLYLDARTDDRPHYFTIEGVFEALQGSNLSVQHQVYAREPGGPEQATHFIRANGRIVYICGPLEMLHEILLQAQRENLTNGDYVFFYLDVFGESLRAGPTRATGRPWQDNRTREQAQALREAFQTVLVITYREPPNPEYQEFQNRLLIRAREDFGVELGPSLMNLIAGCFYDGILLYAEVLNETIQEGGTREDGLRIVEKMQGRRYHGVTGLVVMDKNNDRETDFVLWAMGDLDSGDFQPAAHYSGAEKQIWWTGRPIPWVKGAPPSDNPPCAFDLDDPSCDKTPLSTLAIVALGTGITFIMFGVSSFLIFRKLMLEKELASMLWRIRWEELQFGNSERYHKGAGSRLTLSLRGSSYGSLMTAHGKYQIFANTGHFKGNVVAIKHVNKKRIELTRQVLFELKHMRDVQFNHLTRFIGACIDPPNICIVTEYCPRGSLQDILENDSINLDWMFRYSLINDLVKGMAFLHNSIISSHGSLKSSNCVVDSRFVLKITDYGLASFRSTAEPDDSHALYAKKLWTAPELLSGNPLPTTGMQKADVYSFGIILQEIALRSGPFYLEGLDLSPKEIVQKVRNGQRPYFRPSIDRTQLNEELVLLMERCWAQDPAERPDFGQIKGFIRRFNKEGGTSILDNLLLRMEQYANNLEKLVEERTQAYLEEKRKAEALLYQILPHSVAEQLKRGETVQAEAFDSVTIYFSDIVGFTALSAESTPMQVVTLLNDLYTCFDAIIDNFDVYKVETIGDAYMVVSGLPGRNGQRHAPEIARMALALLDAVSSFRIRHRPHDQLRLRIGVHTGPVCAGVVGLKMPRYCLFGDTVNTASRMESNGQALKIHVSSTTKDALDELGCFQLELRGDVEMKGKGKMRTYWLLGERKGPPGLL
hcDAF-12 act = H. contortus DAF-12 activation, primary screen. HEK293 hcDAF-12 lit1-tk-luc reporter, luminescence; 0% DMSO, 100% Δ7-dafachronic acid. activation, % at 6.8 µM. 370,000 compounds, 1.4% hits. AID 652067;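 active = activation above the mean of all tested compounds plus 3 SD, cut at about 5.5% in these data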;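 also: 100% = response to 3 µM Δ7-dafachronic acid high control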
ssDAF12 agonist = activators of S. stercoralis DAF-12 nuclear receptor; activation, % at 6.8 µM; HEK293 ssDAF-12/GRIP1 lit1-tk-luc reporter, luminescence; % of 3 µM dafachronic acid response; 370,000 compounds, 1% hits;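 active = activation above the mean over all tested compounds plus 3 SD, cut at about 0.9% in these data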;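 also: 0% = DMSO-only wells and 100% = 3 µM delta7-dafachronic acid wells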
NPR1 activator = GC-A (human) enzyme activation; activation, % at 10 µM; P16066; 370,000 compounds, 0.14% hits; HEK293 GC-A cells, cGMP TR-FRET, EC30 ANP; 0% at EC30 ANP, 100% saturating ANP; in the data active = activation above about 40%
SMARCA2 act = increases SMARCA2 function in MMTV reporter cells. AID 652017. MG213 cells, MMTV-luciferase reporter, dexamethasone, overnight. activation, % at 9.1 µM. 370,000 compounds, 1% hits; in the data active = activation above about 7.8%;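 also: 0% = vehicle wells and 100% = reference activator wells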
ADAM10 inh = inhibitors of human ADAM10. O14672. recombinant ADAM10, EDANS/DABCYL FRET peptide cleavage, 3 h. 370,000 compounds, 0.62% hits. inhibition, % at 7 µM;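 active = inhibition above a per-campaign cutoff equal to the mean of compounds falling between control-based bounds plus 3 SD, cut at about 20% in these data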;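 also: 0% = DMSO wells while the 100% control is not disclosed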
GAA850 FXN act = frataxin GAA850 promoter activation | HEK293 lucGAA850 FXN promoter luciferase reporter, 24 h; percent of 10 µM SAHA response | 360,000 compounds, 0.56% hits | activation, % at 6 µM;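 active = activation above the average of all compounds screened plus 3 SD, cutoff fixed separately per campaign, cut at about 7.5% in these data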;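 also: 0% = DMSO wells and 100% = 10 µM SAHA wells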
DAX1 inh-1 = inhibits human nuclear receptor DAX1; P51843; HEK293 Gal4-DAX1 luciferase reporter, luminescence; inhibition, % at 6.75 µM; 340,000 compounds, 0.99% hits; AID 504766;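 active = inhibition above the mean over all tested compounds plus 3 SD, cut at about 4.2% in these data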;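 also: 0% = DAX1-transfected cells with DMSO and 100% = empty-vector control cells with DMSO; inhibition shows as a rise in luminescence from relieved DAX1 repression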
DAX1 inh-2 = inhibitors of DAX1 repression of SF-1 activated StAR promoter; HEK293T StAR-luciferase reporter, SF-1/DAX-1 repression relief; inhibition, % at 6.8 µM; 370,000 compounds, 1.1% hits; AID 652010;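 active = inhibition above the mean over all tested compounds plus 3 SD, cut at about 3.6% in these data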;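 also: 0% = DAX-1 cells with DMSO and 100% = cells lacking DAX-1 with DMSO; higher inhibition means more luminescence from relief of DAX-1 repression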
sPLA2-III inh = Inhibits HGIII-sPLA2 liposome hydrolysis, primary screen; Q9NZ20; QFRET BODIPY PC-A2 liposome hydrolysis, fluorescence; inhibition, % at 12.2 µM; 370,000 compounds, 0.56% hits; AID 743126;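 active = inhibition above mean plus 3 SD of compounds lying within the high and low control bounds, cut at about 19% in these data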;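 also: 0% = median of test compound wells and 100% = no enzyme DMSO wells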
hgDAF-12 ag = hgDAF-12 agonism, primary luciferase screen; HEK293 GAL4-hgDAF12 UAS-luciferase reporter, agonist luminescence; normalized to butyrate control; activation, % at 6.8 µM; 370,000 compounds, 1.8% hits;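 active = activation above a cutoff set at the mean of all screened compounds plus 3 SD, cut at about 10% in these data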;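 also: 0% = DMSO wells and 100% = sodium butyrate wells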
* = called active by the depositor; . = no result given.

SMILES	GC-B act	hcDAF-12 act	ssDAF12 agonist	NPR1 activator	SMARCA2 act	ADAM10 inh	GAA850 FXN act	DAX1 inh-1	DAX1 inh-2	sPLA2-III inh	hgDAF-12 ag
Cc1cccc(N2CCN(S(=O)(=O)c3c(C)[nH]c(C)c3C(=O)N3CCCC3)CC2)c1C	-8.8	-1.1	-0.7	4.0	-1.9	-0.9	1.8	-0.1	-0.5	-1.7	1.0
c1ccc2c(-c3ccc4nncn4c3)cncc2c1	3.2	-2.5	-1.5	-0.4	-0.8	0.8	-8.0	.	-0.2	-5.0	4.4
CCOC(=O)[C@@H]1[C@H]2COc3ccccc3[C@H]2N2C(=O)N(c3cccc(Cl)c3)C(=O)[C@]12C	-0.5	-1.1	-1.1	-4.0	-0.4	6.1	0.0	0.0	-0.4	-6.3	-0.1
CN1C(=O)N(CC(=O)N2CCN(S(=O)(=O)Cc3ccccc3)CC2)C(=O)C12CCCCC2	2.7	-0.3	-1.1	-1.8	-2.2	-11.1	1.8	-1.0	0.2	12.5	-1.0
Nc1cc(-c2cccc([N+](=O)[O-])c2)[nH]n1	-1.0	0.0	-0.9	0.8	-0.4	-2.8	0.1	3.7	0.6	-1.3	3.8
COc1ccc(C(=O)NCC(=O)N2CCN(C(=O)c3ccco3)CC2)cc1OC	-2.6	-0.6	-0.6	0.2	-1.4	-12.4	2.4	-0.1	-0.4	7.3	-0.8
COc1ccc(NC(=O)c2cccc3c2C(=O)c2ccc(-c4ccc(F)cc4OCc4ccccc4)cc2S3(=O)=O)cc1	6.5	0.2	0.0	4.7	1.7	-7.2	1.2	2.3	0.4	5.1	0.0
Cc1ccc(-c2cc(C(=O)OCC(=O)N(C)C3CCS(=O)(=O)C3)c3ccccc3n2)o1 (centres undefined)	0.1	-2.1	-1.4	-4.7	0.7	-214.2	1.2	0.9	-0.1	-5.4	-0.5
O=C(CC(=O)c1ccccc1)Nc1cc([N+](=O)[O-])ccc1Cl	5.0	1.0	-1.0	-0.2	-0.6	10.2	-1.8	0.2	0.1	-4.8	1.1
CCCc1sc(N/N=C/c2ccccn2)nc1-c1ccc(Br)cc1	-2.0	2.5	-0.6	0.2	1.7	1.2	0.8	0.5	0.8	16.5	0.5
COc1ccc2c(c1)[C@H]1[C@H](CO2)[C@H](c2ccccc2)[C@]2(C)C(=O)Nc3ccc(Cl)cc3C(=O)N12	-0.1	-1.0	-1.3	-4.1	-0.1	15.3	-9.3	-0.1	0.3	-0.4	1.7
CN(CC(=O)Nc1ccc(Cl)c(C(F)(F)F)c1)C(=O)c1ccc(OCC2CCCO2)cc1 (centres undefined)	-0.9	-2.5	-1.2	0.8	-2.5	12.7	0.5	-3.5	-6.0	-22.5	-5.2
NC(=O)c1ccsc1NC(=O)CSc1nncs1	2.1	-0.1	-1.1	-1.2	0.7	-4.2	-0.4	0.3	0.9	-3.6	-0.2
COc1ccccc1CNC(=O)CSc1ccc(-c2ccncc2)nn1	-1.1	-1.2	-1.1	-5.2	-5.1	-5.5	-0.5	0.2	0.8	4.6	2.8
CC(=O)Nc1ccc(S(=O)(=O)Nc2nc(C)nc3sc(C)c(C)c23)cc1	2.6	0.4	-0.9	-0.5	-0.8	-14.9	3.0	0.6	0.8	-0.8	1.2
CN1/C(=C\C(=O)Nc2cccc(Cl)c2)C(C)(C)c2ccccc21	-2.9	-2.8	-1.9	-7.4	0.3	1.4	2.9	-0.2	0.8	12.6	-0.7
COc1ccc(/C(C)=N/NC(=O)c2cc(C)[nH]n2)c(OC)c1	-6.7	-0.3	-0.9	-0.1	7.1	-11.3	0.8	2.8	0.1	5.5	2.7
O=C(C1CC1)N1N=C(c2ccc(Cl)cc2)CC1(O)C(F)(F)F (centres undefined)	1.6	-1.6	-0.9	4.4	-1.0	2.3	1.2	2.4	-0.4	-13.2	1.7
O=C(NC1CC2CCC(C1)N2Cc1ccco1)c1ccccc1 (centres undefined)	-1.2	-1.7	-1.1	-0.7	-3.1	-2.5	-1.2	0.2	0.1	4.2	0.9
CCOC(=O)N1CCN(c2ncnc3nc[nH]c23)CC1	-1.6	0.8	-1.9	12.1	-1.1	-8.7	0.7	0.8	1.0	8.9	-0.7
CC(=O)CSc1ccc(C(=O)O)cn1	1.3	3.9	-0.5	2.0	-2.0	3.0	0.6	1.3	-0.1	0.1	1.6
CCSc1nnc([C@@H](NC(=O)OC(C)(C)C)C(C)C)o1	-0.9	-1.7	-0.6	1.7	-4.8	-12.3	-0.9	0.1	0.1	19.4*	-2.5
CN(C)C1=NC[C@H](Cc2ccccc2)N1CC1CCCC1	-10.3	-0.1	-1.2	-4.8	-0.2	-2.3	-2.2	-0.2	0.8	-5.8	-1.3
CC1(C(=O)Nc2ccccc2F)CCN1C(=O)Cc1cc(F)ccc1F (centres undefined)	-2.7	-1.0	-1.3	1.4	-3.2	-6.3	-0.1	.	0.2	8.3	-0.6
O=C(CNC(=S)NC(=O)c1ccccc1Br)c1ccccc1	6.5	0.8	-1.0	-4.9	-2.6	2.6	0.8	0.2	0.1	-4.8	-0.2
CCOc1ccc(NC(=O)CN(C)CC(=O)Nc2ccccc2SC)cc1OCC	1.6	-2.9	-2.1	-2.2	0.3	-2.8	1.2	-0.5	-0.2	-2.7	-1.7
CC(c1ccco1)N(C(=O)COc1ccc(Cl)cc1)c1ccccn1 (centres undefined)	6.3	3.7	0.1	-1.1	5.6	-18.8	3.1	2.2	3.4	-1.0	8.3
CCCc1nc2c(nnn2Cc2ccccc2Cl)c(=O)[nH]1	5.8	-1.0	-1.4	6.3	2.3	0.2	-0.2	-0.3	-0.6	-9.7	0.6
O=C(Cc1nn[nH]n1)NCCC1=CCCCC1	5.6	-0.4	-0.5	-0.6	-0.6	-6.2	-0.5	-0.3	-1.0	10.1	0.4
CC(C)C(NS(=O)(=O)c1ccccc1)C(=O)N1CCN(C(=O)c2ccco2)CC1 (centres undefined)	8.1	-0.9	-0.7	-1.5	-0.9	-5.0	-1.4	-0.7	2.5	5.0	-1.8
Cc1ccccc1NC(=S)NCc1cccs1	4.0	5.0	0.3	2.3	1.4	0.7	0.9	0.9	0.4	16.5	2.5
Cc1ccc(Cn2c(C)c(C(=O)NCc3cccs3)sc2=O)cc1	0.0	-2.3	-0.8	-0.6	0.4	-3.6	-2.6	.	-1.0	1.4	0.2
CCO[C@@H]1OC(C(=O)NCc2ccccc2)=C[C@H](c2ccc3c(c2)OCO3)[C@H]1CCCO	5.7	-1.4	-1.4	-0.5	0.9	3.2	1.4	-0.3	-0.3	-4.3	-2.5
COCCNC(=O)C(c1ccc(Cl)cc1)N(CCOC)C(=O)CCC(=O)Nc1nccs1 (centres undefined)	-2.8	3.6	-0.6	-4.4	-0.7	4.8	1.8	1.0	0.0	-0.7	1.4
CCn1cc(C(=O)NCCC(=O)NCCO)c(=O)c2cc3c(cc21)OCO3	1.7	-1.3	-0.9	2.6	-2.3	-20.9	2.4	-0.4	0.1	5.1	-1.1
CSc1cccc(CN2CCN(CCC(C)C)C(CCO)C2)c1 (centres undefined)	3.1	0.7	-1.0	-2.4	-2.7	5.6	-0.4	-1.0	-0.5	5.5	5.5
COC(=O)c1ccccc1NC(=S)NC(=O)c1ccc2c(c1)OCO2	-2.0	2.1	-0.5	-0.6	0.8	-16.9	1.9	-0.9	0.2	14.1	0.6
Cc1cc(OC(C)C)nc(NCc2ccccc2)n1	-6.1	0.9	-1.4	-4.8	0.2	1.5	4.0	1.6	0.1	5.7	-0.1
CCOC(=O)C1(C)CCCCCN1C(=O)c1ccccc1F (centres undefined)	0.5	-1.9	-0.9	-2.5	-2.1	-12.2	-0.9	.	-1.6	-0.9	0.5
CC1=NOC(=O)/C1=C/c1ccc(O)cc1	7.6	0.4	-1.2	26.2	-0.1	-1.4	0.6	-0.2	0.7	3.9	0.4
CN(C)C(=O)c1ccc2c3c(cccc13)CC2	0.2	-1.0	-1.6	-0.6	-0.5	-2.2	1.7	-1.4	0.0	2.8	1.6
CS(=O)(=O)N(CC(=O)N1CCN(Cc2ccccc2)CC1)C1CCCCC1	7.3	-2.4	-0.9	1.7	-0.1	2.8	-2.1	0.8	0.7	1.4	1.6
CCOc1ccc(Oc2ccccc2NC(=O)CCNC(C)=O)cc1	3.6	-0.8	-1.8	3.3	1.3	-0.5	-0.9	-0.1	-0.9	-1.4	0.3
Cc1cccc(NC(=O)CS(=O)(=O)c2cn(C)c3ccccc23)c1	-2.9	0.7	-1.2	-4.5	0.0	0.8	0.2	-1.0	-1.0	-8.3	-3.4
CC(C)CCNC(=O)c1onc(CSc2ccc(F)cc2)c1C(=O)NCCC(C)C	-10.8	-2.1	-0.8	0.3	0.2	2.4	0.0	1.0	-0.3	8.3	0.9

Reformatted with values under each structure: 3 of the compounds above
Value order – GC-B act	hcDAF-12 act	ssDAF12 agonist	NPR1 activator	SMARCA2 act	ADAM10 inh	GAA850 FXN act	DAX1 inh-1	DAX1 inh-2	sPLA2-III inh	hgDAF-12 ag
Cc1ccc(Cn2c(C)c(C(=O)NCc3cccs3)sc2=O)cc1
 : 0.0	-2.3	-0.8	-0.6	0.4	-3.6	-2.6	.	-1.0	1.4	0.2
CCO[C@@H]1OC(C(=O)NCc2ccccc2)=C[C@H](c2ccc3c(c2)OCO3)[C@H]1CCCO
 : 5.7	-1.4	-1.4	-0.5	0.9	3.2	1.4	-0.3	-0.3	-4.3	-2.5
COCCNC(=O)C(c1ccc(Cl)cc1)N(CCOC)C(=O)CCC(=O)Nc1nccs1 (centres undefined)
 : -2.8	3.6	-0.6	-4.4	-0.7	4.8	1.8	1.0	0.0	-0.7	1.4

Further compounds follow:
SMILES	GC-B act	hcDAF-12 act	ssDAF12 agonist	NPR1 activator	SMARCA2 act	ADAM10 inh	GAA850 FXN act	DAX1 inh-1	DAX1 inh-2	sPLA2-III inh	hgDAF-12 ag
Cc1ccc(C(=O)NC2CCCCN(Cc3cccc(Cl)c3)C2=O)c(C)c1 (centres undefined)	-7.7	-2.2	-1.0	3.4	-0.7	5.5	.	.	-0.6	-3.9	2.5
CC(O)(c1cccc(F)c1)c1nc(-c2cccc3cccnc23)cs1 (centres undefined)	-2.0	-0.8	-1.1	-0.1	-1.8	-17.7	1.9	.	-0.3	-14.4	0.2
COc1cc(/C=N/n2c(-c3n[nH]c4c3CCC4)n[nH]c2=S)ccc1O	-2.2	-0.6	-0.9	-3.1	0.4	4.3	0.0	-1.2	-0.7	2.2	-0.2
CC(C)[C@H](NC(=O)OCc1ccccc1)C(=O)OCC(=O)NC1CCCCC1	1.1	0.1	-0.8	0.1	-2.6	-3.8	-0.3	0.5	-0.8	4.8	-1.0
O=C(COC(=O)c1cc[n+]([O-])cc1)Nc1cccc(F)c1	2.2	-0.8	-1.4	-0.4	1.0	-2.1	0.7	0.7	-0.8	-4.4	1.6
Cc1cc(CNCc2cn(C)nc2-c2ccc(Oc3ccccc3)cc2)on1	3.1	-3.9	-2.1	-0.5	0.4	1.6	3.1	-0.9	-1.1	-7.4	-3.9
COc1ccc(C(=O)NCCCc2nc3ccccc3n2Cc2ccccc2C)cc1OC	12.1	-2.3	-1.6	9.4	-2.0	0.0	0.3	1.3	-0.1	-10.2	-1.9
